rTrxR1 inhibitor = qHTS Assay for Inhibitors of Mammalian Selenoprotein Thioredoxin Reductase 1 (TrxR1): qHTS. Potency, µM (series often up to 114 µM), for the others: at the top dose activity change, negative = inhibition, hits mostly inhibitors. Thioredoxin reductase 1, cytoplasmic (Rattus norvegicus), O89049. 1% of 390,000 active. recombinant rTrxR1, NADPH fluorescence consumption, selenite substrate; also: % is scaled to controls: 0 for no effect and ±100 for the full control effect; nearly all actives have a fitted effect of over 65% in size
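Rat TrxR1 (90 nM in the dispensed reagent) was pre-reduced with 400 uM NADPH for 5 min at room temperature, then incubated with compound for 15 min. After 400 uM selenite was added, NADPH fluorescence (Ex 340/Em 450 nm) was followed for 8 min.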
RXFP1 agonist = qHTS Assay for Agonists of the Relaxin Receptor RXFP1 | 0.3% of 370,000 active | Potency, µM (doses to about 57.5 µM), inactives show at the highest dose activation, hits mostly activators | HEK293T-RXFP1 cAMP TR-FRET, 30 min; response scale: percent of porcine relaxin response, buffer zero | Relaxin receptor 1 (Homo sapiens), Q9HBX9; also: % is scaled to controls: 0 for no effect and ±100 for the full control effect; nearly all actives have a fitted effect of over 60% in size; many of its hits are not listed in these tables
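HEK293 cells stably expressing RXFP1, treated 30 min at 37C with compounds plus PDE4 inhibitor Ro 20174; cAMP measured by HTRF TR-FRET. Normalized to buffer and 29 nM porcine relaxin; EC50 by Hill fit.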
RGS4 inh = Inhibitors of Regulator of G Protein Signaling (RGS) 4: qHTS; AID 504845, 2011; Potency, µM (highest dose often 114 µM), for the others: top-dose activity change, negative = inhibition, most hits filed as inhibitors; Regulator of G-protein signaling 4 (Homo sapiens), P49798; 0.039% of 390,000 active; Transcreener GDP fluorescence polarization, RGS4-accelerated GTP hydrolysis; also: % is scaled to controls: 0 for no effect and ±100 for the full control effect; nearly all actives have a fitted effect of over 75% in size; some results filed as inactive show a strong effect at the top dose
Target sequence (P49798 whole entry, looked up): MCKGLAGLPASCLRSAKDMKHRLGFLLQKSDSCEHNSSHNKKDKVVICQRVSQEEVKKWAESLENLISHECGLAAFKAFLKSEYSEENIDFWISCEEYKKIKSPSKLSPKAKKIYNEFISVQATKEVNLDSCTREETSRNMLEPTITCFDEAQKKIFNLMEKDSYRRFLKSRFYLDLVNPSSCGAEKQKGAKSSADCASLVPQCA
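MLSMR compounds (23 nl, pin-transferred) preincubated 10 min at room temperature with a 500nM (2x) first reagent, then RGS4 at 900nM (2x) plus Transcreener GDP mix added; fluorescence polarization (620/688 nm) read before and after 90 min at 30 °C.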
TrxR1 substrate = qHTS Assay for Substrates of Mammalian Selenoprotein Thioredoxin Reductase 1 (TrxR1): qHTS. Thioredoxin reductase 1, cytoplasmic (Rattus norvegicus), O89049. purified TrxR1 substrate turnover, NADPH consumption readout. Potency, µM (series often up to 114 µM), for inactives: at the highest dose activity change, negative = substrate turnover. 0.01% of 390,000 active; also: % is scaled to controls: 0 for no effect and ±100 for the full control effect; nearly all actives have a fitted effect of over 50% in size
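Rat TrxR1, dispensed at 90 nM, was prereduced with 400 uM NADPH (final) for 5 min at ~22 deg C, then incubated with compound 15 min before 400 uM selenite. A first-read NADPH fluorescence drop versus no-compound background flagged substrates.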
12-LOX inh = Primary qHTS assay for inhibitors of human arachidonate 12S-lipoxygenase (ALOX12): Round 2; 1.1% of 580,000 active; Potency, µM (top dose mostly 108 µM), inactives show at the highest dose activity change, negative = inhibition, usual class: inhibitors; AID 1671190, 2021; Polyunsaturated fatty acid lipoxygenase ALOX12 (Homo sapiens), P18054; purified 12hLO, xylenol orange hydroperoxide absorbance; also: % is scaled to controls: 0 for no effect and ±100 for the full control effect
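Purified human 12hLO at 150 nM in 25 mM Hepes, 0.01% Triton X-100, pH 7.0, preincubated 15 min at room temperature with compound. Reaction started with 40 uM arachidonic acid, 30 min at room temperature. Hydroperoxide measured by Fe-xylenol orange, 573/405 nm absorbance ratio.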
Vif-APOBEC3G blk = qHTS for Inhibitors of Vif-A3G Interactions: qHTS. HeLa A3G-eYFP + Vif (tagged APOBEC3G with the HIV-1 protein that degrades it), YFP fluorescence, overnight. Potency, µM (highest dose often 46.1 µM), without a hit: at the top dose activity, negative = active, usual class: inhibitors. 0.076% of 410,000 active. DNA dC->dU-editing enzyme APOBEC-3G (Homo sapiens), Q9HC16;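 also: % is scaled to controls: 0 for no effect and ±100 for the full control effect; nearly all actives have a fitted effect of over 60% in size; hits raise eYFP signal because A3G escapes Vif-driven loss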
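Read-out is eYFP fluorescence (Ex 488/Em 500-530) from Vif-expressing HeLa A3G-eYFP cells; more signal means A3G escaped Vif-mediated degradation. Cells plated overnight, compound pinned in, incubated overnight at 37 deg C.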
Vif-APOBEC3F blk = qHTS for Inhibitors of Vif-A3F Interactions: qHTS; HeLa A3F-eYFP + Vif (tagged APOBEC3F with the HIV-1 protein that degrades it), YFP fluorescence increase; Potency, µM (doses to about 46.1 µM), inactives show at the highest dose activity, negative = active; 0.2% of 390,000 active; also: % of control where 0% means no effect; nearly all actives have a fitted effect of over 65% in size
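HeLa cells stably expressing Vif plus C-terminally eYFP-tagged A3F were seeded, incubated overnight at 37 deg C, dosed with compound, incubated overnight again at 37 deg C. Yellow fluorescence (Ex 488/Em 500-530) reported blocked Vif-mediated A3F-eYFP degradation.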
USP1-UAF1 inh = Inhibitors of USP1/UAF1: Primary Screen. 0.23% of 390,000 active. Potency, µM (series often up to 57.1 µM), inactives show at the top dose activity change, negative = inhibition, most hits filed as inhibitors. recombinant USP1/UAF1, Ub-Rhodamine cleavage fluorescence. Ubiquitin carboxyl-terminal hydrolase 1 (Homo sapiens), O94782; also: % is scaled to controls: 0 for no effect and ±100 for the full control effect; nearly all actives have a fitted effect of over 60% in size; inactives centre near -12
Target sequence (O94782 whole entry, looked up): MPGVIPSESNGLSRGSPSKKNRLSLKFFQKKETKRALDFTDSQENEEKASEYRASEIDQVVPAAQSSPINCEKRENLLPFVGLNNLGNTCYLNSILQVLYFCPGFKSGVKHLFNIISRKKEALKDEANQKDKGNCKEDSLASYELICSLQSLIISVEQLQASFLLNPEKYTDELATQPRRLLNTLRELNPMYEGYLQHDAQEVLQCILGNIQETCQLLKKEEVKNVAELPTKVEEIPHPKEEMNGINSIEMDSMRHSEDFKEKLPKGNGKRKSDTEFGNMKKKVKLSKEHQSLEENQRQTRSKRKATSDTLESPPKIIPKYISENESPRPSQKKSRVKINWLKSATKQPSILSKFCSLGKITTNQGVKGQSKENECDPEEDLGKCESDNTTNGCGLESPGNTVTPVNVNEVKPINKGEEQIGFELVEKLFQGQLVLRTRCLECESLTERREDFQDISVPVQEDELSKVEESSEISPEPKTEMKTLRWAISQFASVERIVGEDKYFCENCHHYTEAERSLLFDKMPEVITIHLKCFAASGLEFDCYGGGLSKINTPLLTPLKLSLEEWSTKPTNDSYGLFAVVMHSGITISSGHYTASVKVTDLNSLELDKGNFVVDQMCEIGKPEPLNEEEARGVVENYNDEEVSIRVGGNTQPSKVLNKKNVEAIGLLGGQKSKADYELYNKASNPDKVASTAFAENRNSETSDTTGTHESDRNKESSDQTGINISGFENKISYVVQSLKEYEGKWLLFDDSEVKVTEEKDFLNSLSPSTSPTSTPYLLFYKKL
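High-throughput fluorogenic screen: 1nM USP1/UAF1 complex, Ub-Rho substrate 150nM final, 50mM HEPES pH 7.8 with 0.5mM EDTA, 0.1 mg/ml BSA, 1mM TCEP and 0.01% Tween-20.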
IDH1 R132H inh = qHTS for Inhibitors of mutant isocitrate dehydrogenase 1 (IDH1): qHTS | Potency, µM (series often up to 76.6 µM), for inactives: at the highest dose activity change, negative = inhibition, actives largely listed as inhibitors | AID 602179, 2012 | Isocitrate dehydrogenase [NADP] cytoplasmic (Homo sapiens), O75874 | IDH1-R132H enzyme, NADPH consumption, diaphorase/resazurin fluorescence | 0.093% of 390,000 active; also: % is scaled to controls: 0 for no effect and ±100 for the full control effect; nearly all actives have a fitted effect of over 65% in size
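IDH1-R132H (0.5 ug/mL) preincubated 30 min with compound, then NADPH (0.016 mM) and alpha-KG (2 mM) added; 80 min at RT, pH 7.5. Remaining NADPH coupled via diaphorase/resazurin to fluorescence (540/590 nm); concentration-response curves normalized to no-enzyme control.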
Starred values were filed as active, the others as inactive; ? = inconclusive; . = no result given; [ ] = another dose, or the depositor's remark. Calls follow the shape of the dose curve; as a rule, active = well fitted curve in the direction sought with a large enough effect; inconclusive = small, poorly fitted or top-dose-only effect, or another doubt; inactive = no such curve, though single readings can be large; an effect the other way counts as inactive or inconclusive. Potency is read from the fitted curve at half-maximal effect. Only part of the results is shown; rates above refer to the full screens.

SMILES | rTrxR1 inhibitor | RXFP1 agonist | RGS4 inh | TrxR1 substrate | 12-LOX inh | Vif-APOBEC3G blk | Vif-APOBEC3F blk | USP1-UAF1 inh | IDH1 R132H inh
O=c1c2ccccc2nc(SCc2nc3ccccc3s2)n1Cc1ccco1 | -14% | 2.2% | -13% | 4% | 0% | 1% | -2% | -17% | -2%
CCN1CCN(c2cc3nc(C)n(Cc4ccccc4)c(=O)c3cc2NC(=O)c2ccccc2F)CC1 | 10% | 0.2% | 7% | 15% | -9% | -6% | 2% | -2% | 0%
COc1cc(/C=N/NC(=O)c2cccc3ccccc23)cc(OC)c1OC | -1% | -1.6% | -23%[56.9 µM] | 13% | 0% | -10% | -16% | -22% | -6%
Cc1ccc(O)c(Sc2cc(C)ccc2O)c1 | 7%[57.1 µM] | 0.0% | 24% | -8% | ? | -16% | 1% | -10% | 3%
NS(=O)(=O)c1ccc(CCNC(=O)c2cc([N+](=O)[O-])ccc2N2CCOCC2)cc1 | 20% | -0.7% | 3% | -5% | 12% | 2% | 0% | -8% | -4%
COC(=O)c1cc(S(=O)(=O)NCC2CCN(Cc3ccc(Cl)cc3)CC2)cn1C | 5% | -0.5% | 35% | -4% | 46%[activator] | -1% | 0% | -13% | -8%
CC/C(C)=N/NC(=S)NCc1ccco1 | -4% | 6.6% | -22% | 2% | -13% | 3% | -11% | -19% | 9%
C(/CCc1ccccc1)=N\n1cnnc1 | -20%[57.1 µM] | 1.5% | -2% | 6%[57.1 µM] | -11% | 0% | -5% | -10% | 3%
CCN(Cc1nc(-c2ccc(OC)c(OC)c2)no1)C(=O)c1ccoc1C | 16% | 0.0% | -7% | 0% | -15% | -5% | -4% | 0% | 9%
COC(=O)[C@@H](NC(=O)N1CCC(C)CC1)C(C)C | 26% | -1.2% | 9% | 3% | 0% | 1% | ? | -12% | -8%
c1ccc(-c2nc3ccccc3[nH]2)cc1 | 7% | 3.2% | 23% | 31%[activator] | 7% | -1% | 8% | 11% | 7%
O=C(COc1ccc([N+](=O)[O-])cc1)Nc1ccc(C(=O)NCc2cccnc2)cc1 | -19% | 3.0% | 20% | -13% | 0% | -1% | -10% | -2% | 2%
Cc1ccc2c(C)c(C(=O)N(Cc3ccncc3)CC3CCCO3)oc2c1C (configuration not stated) | 0% | -2.0% | 11% | -7% | ? | -6% | 4% | -6% | 9%
CCCCN(C(=O)c1ccc2c(c1)OCCO2)c1c(N)n(CCCC)c(=O)[nH]c1=O | -3% | -0.8% | -11% | -5% | 6% | -5% | -19% | -6% | 3%
COc1cc(NC(C)=O)ccc1NC(=O)c1cc2ccccc2o1 | 16% | 1.9% | -4% | 4% | 15% | 0% | -13% | -13% | 4%
COc1ccc(-c2c(C)c3ccc(O)c(CN4CCCCC4C)c3oc2=O)cc1OC (configuration not stated) | 4%[57.1 µM] | 26% | -23% | 57%[activator][57.1 µM] | -8% | 0% | 7% | -15% | 6%
COc1ccccc1N1CCN(C(=S)NC(=O)/C=C/c2ccccc2)CC1 | 4%[57.1 µM] | -0.3% | -1% | 4%[57.1 µM] | 9% | -12% | ? | -11% | 2%
CC(OC(=O)c1cc2sccc2n1C)C(=O)NCc1ccco1 (configuration not stated) | 12% | -0.3% | -2% | 7% | -19%[57.4 µM] | -7% | -5% | 4% | 5%
O=c1oc2cc(O)ccc2c2c1CCCC2 | ? | 6.9% | -30% | 656%[activator] | -14% | -4% | 9% | -15% | 3%
O=C(NC(=S)NCCN1CCOCC1)c1cccc(Cl)c1 | 12% | 2.3% | -12% | 7% | 0% | 0% | -4% | -12% | 0%
O=C(NC(=S)Nc1nc(-c2ccccc2)cs1)c1cccs1 | 15% | -3.5% | -28% | 7% | -16% | -1% | -19% | -20% | 3%
Cn1c(SCC(=O)Nc2ccc3[nH]c(=O)[nH]c3c2)nnc1-c1ccccc1 | -12% | 1.6% | -14% | -2% | 21% | -1% | 4% | 2% | 2%
COc1cc2nc(CC(C)C)n(NC(=O)c3ccccc3Br)c(=O)c2cc1OC | 24% | 0.2% | 18% | 1% | 55%[activator] | -6% | -4% | -22% | -3%
CC[C@H]1OC(=O)[C@H](C)[C@@H](O[C@H]2C[C@@](C)(OC)[C@@H](O)[C@H](C)O2)[C@H](C)[C@@H](O[C@@H]2O[C@H](C)C[C@H](N(C)C)[C@H]2O)[C@](C)(O)C[C@@H](C)CN(C)[C@H](C)[C@@H](O)[C@]1(C)O | 11% | . | 15% | 2% | 0% | -1% | 4% | 3% | 2%

Some values from the results shown:
Under USP1-UAF1 inh, O=C(NC(=S)Nc1nc(-c2ccccc2)cs1)c1cccs1 reads -20%
Under RXFP1 agonist, O=C(NC(=S)NCCN1CCOCC1)c1cccc(Cl)c1 reads 2.3%
Under RGS4 inh, O=c1oc2cc(O)ccc2c2c1CCCC2 reads -30%
Under Vif-APOBEC3F blk, CC[C@H]1OC(=O)[C@H](C)[C@@H](O[C@H]2C[C@@](C)(OC)[C@@H](O)[C@H](C)O2)[C@H](C)[C@@H](O[C@@H]2O[C@H](C)C[C@H](N(C)C)[C@H]2O)[C@](C)(O)C[C@@H](C)CN(C)[C@H](C)[C@@H](O)[C@]1(C)O reads 4%

One compound at a time, as listed above. Order of screens: rTrxR1 inhibitor | RXFP1 agonist | RGS4 inh | TrxR1 substrate | 12-LOX inh | Vif-APOBEC3G blk | Vif-APOBEC3F blk | USP1-UAF1 inh | IDH1 R132H inh
Record of `Cn1c(SCC(=O)Nc2ccc3[nH]c(=O)[nH]c3c2)nnc1-c1ccccc1` → -12% | 1.6% | -14% | -2% | 21% | -1% | 4% | 2% | 2%
Record of `COc1ccccc1N1CCN(C(=S)NC(=O)/C=C/c2ccccc2)CC1` → 4%[57.1 µM] | -0.3% | -1% | 4%[57.1 µM] | 9% | -12% | ? | -11% | 2%

Other structures follow:
SMILES | rTrxR1 inhibitor | RXFP1 agonist | RGS4 inh | TrxR1 substrate | 12-LOX inh | Vif-APOBEC3G blk | Vif-APOBEC3F blk | USP1-UAF1 inh | IDH1 R132H inh
CCOC(=O)C(=Cc1cc(=O)c(OC)co1)C(=O)OCC | 3.5µM* | 1.4% | ? | 2% | -7% | ? | -11% | -16% | 8%
C/C=C(\C)C(=O)N[C@@H](C)CN1C2=NC[C@H](C(C)C)N2C[C@H]1Cc1ccc(OC)cc1 | 6% | -0.1% | -24% | 3% | -4% | 2% | -1% | -30% | -8%[38.3 µM]
COc1cccc2cc(C(=O)Nc3cc(C)cc(C)c3)/c(=N/NS(=O)(=O)c3ccccc3)oc12 | 9% | 0.4% | 5% | 1% | 0% | -2% | 1% | -24% | 0%
O=C(CSc1nc(-c2ccco2)cc(C(F)(F)F)n1)N1CCN(c2cccc(Cl)c2)CC1 | -24% | -1.2% | -1% | -14% | 0% | -15% | -1% | -5% | -4%
O=c1cc(N/N=C/c2ccccc2)[nH]c(=O)[nH]1 | 1%[57.1 µM] | . | -4% | 7%[57.1 µM] | ? | -1% | -24% | ? | -2%
Cc1ccc(NC(=O)C(=O)NCCCN2CC(C(=O)O)CC2=O)cc1 (configuration not stated) | 11% | 0.3% | 8% | 4% | -1% | -2% | -13% | 3% | 1%
O=C(CSc1nnc(-c2ccccn2)o1)Nc1cccc(Cl)c1 | 3% | 3.5% | -26% | 3% | ? | -2% | 9% | -4% | 15%
COc1cccc(CN2CC(C(=O)NCc3ccc(C)o3)CCC2=O)c1 (configuration not stated) | ? | -2.0% | -28% | 3% | -28% | -1% | 4% | -10% | 8%
COc1ccccc1/C=N/NC(=O)c1ccc(NC(=O)c2ccccc2Br)cc1 | 4% | 2.3% | 2% | 12% | 4% | -5% | -4% | -15% | 4%
CCOC(=O)c1cc2occc2n1CCCN1C(=O)c2ccccc2C1=O | -3% | -0.1% | 4% | 6% | ? | -3% | -8% | -9% | 7%
Cc1ccsc1/C=C/C1=Cc2c(sc(NC(=O)CSc3n[nH]c(N)n3)c2C#N)C(C)(C)C1 | 5%[57.1 µM] | 1.3% | -48% | 1%[57.1 µM] | ? | 0% | 0% | -16% | 0%
CC(=O)c1cnn(-c2cc(Oc3ccc(F)cc3)ncn2)c1C | -4% | -1.1% | -7% | -9% | 0% | -5% | . | 0% | 2%
O=C(CSc1nc2c(c(=O)[nH]1)CN(Cc1ccc(F)cc1)CC2)Nc1ccc(F)cc1 | 10% | 2.9% | -3% | 6% | -13% | 0% | 6% | -23% | 1%
